DDE Tn6 FP inh: DD(E)-Tn6 binding inhibition, primary FP screen; 370,000 compounds, 0.21% hits; inhibition, % at 8.3 µM; Fibrin DD(E) TRITC-Tn6 fluorescence polarization displacement;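 active = inhibition above a per-campaign cutoff: mean of compounds within control limits plus 3 SD, cut at about 15% in these data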;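 note: 0% = median of all compound wells on the plate and 100% = blocking peptide control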
ARFGAP1 inh: inhibits rat ARF GTPase activating protein 1. Q62848. Arfgap1-stimulated ARF1 GTP hydrolysis, GDP FP detection. inhibition, % at 16.5 µM. 360,000 compounds, 0.26% hits;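 active = inhibition above a per-plate limit, mean inhibition of low control wells plus 3 SD, cut at about 25% in these data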;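 note: 0% = DMSO wells with enzyme and 100% = wells lacking Arfgap1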
Target sequence (Q62848 1-136 limits assumed): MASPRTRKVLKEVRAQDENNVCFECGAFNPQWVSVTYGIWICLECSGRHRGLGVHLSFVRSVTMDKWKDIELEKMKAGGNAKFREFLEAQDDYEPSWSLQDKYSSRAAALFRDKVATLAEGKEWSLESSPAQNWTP
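Material: rat Arfgap1 catalytic domain, aa 1-136; also added: human ARF1(Δ1-17)-GTP substrate; compound dosing: one concentration, 16.5 µM, DMSO 1.26%; incubation: GTP hydrolysis reaction 2 h at 25 °C; measured by: Tracer-displacement fluorescence polarization with EDTA stop, 620/688 nm; evaluation: % inhibition from polarization; repeats: one replicate per compound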
PLCg1 inh: PLC-gamma1 (human) inhibition, primary screen | 370,000 compounds, 0.84% hits | inhibition, % at 12.2 µM | purified PLC-gamma1, fluorogenic substrate, fluorescence; in the data active = inhibition above about 9.5%
TDP2 absorb: blocks human TDP2 phosphodiesterase activity; inhibition, % at 12.8 µM; recombinant TDP2, T5PNP hydrolysis, p-nitrophenol absorbance 415 nm; O95551; 370,000 compounds, 0.34% hits;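 active = inhibition above the mean of all tested compounds plus 3 SD, set per campaign, cut at about 25% in these data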;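 note: 0% = DMSO with enzyme and 100% = buffer with substrate but no TDP2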
Target sequence (O95551 whole entry, looked up): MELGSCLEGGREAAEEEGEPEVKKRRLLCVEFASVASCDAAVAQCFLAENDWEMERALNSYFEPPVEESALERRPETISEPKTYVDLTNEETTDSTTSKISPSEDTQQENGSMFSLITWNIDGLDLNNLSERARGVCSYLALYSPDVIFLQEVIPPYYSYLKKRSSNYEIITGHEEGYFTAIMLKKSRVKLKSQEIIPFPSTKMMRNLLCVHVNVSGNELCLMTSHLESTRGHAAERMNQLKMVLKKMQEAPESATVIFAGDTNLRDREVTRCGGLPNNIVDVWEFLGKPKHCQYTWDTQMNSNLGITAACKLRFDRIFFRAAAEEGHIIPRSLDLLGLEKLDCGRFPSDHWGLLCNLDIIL
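System: recombinant human TDP2 / Amount: 120 nM TDP2 per well / Also added: 5 mM T5PNP chromogenic substrate / Doses: 12.8 µM single point, 1% DMSO / Incubation: 2 h at 37 °C / Detection: p-Nitrophenol epi absorbance / Evaluation: % inhibition relative to enzyme-containing and enzyme-free wells / Repeats: singlicate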
ADAM10 inh: inhibitors of human ADAM10; recombinant ADAM10, EDANS/DABCYL FRET peptide cleavage, 3 h; inhibition, % at 7 µM; 370,000 compounds, 0.62% hits;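 active = inhibition above a per-campaign cutoff equal to the mean of compounds falling between control-based bounds plus 3 SD, cut at about 20% in these data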;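 note: 0% = DMSO wells while the 100% control is not disclosed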
PLC-beta3 inh: blocks human PLC-beta3 enzyme activity | 370,000 compounds, 0.18% hits | inhibition, % at 12.2 µM | Purified PLC-beta3, fluorogenic substrate, fluorescence | AID 720704 | Q01970; in the data active = inhibition above about 11%;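 note: 0% = median of compound wells on plate and 100% = full blocker control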
ADAM17 inh: inhibitors of human ADAM17. AID 720648. inhibition, % at 6.95 µM. P78536. 370,000 compounds, 0.83% hits. recombinant ADAM17, EDANS/DABCYL FRET peptide cleavage;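 active = inhibition above the mean of compounds lying between control limits plus 3 SD, set per campaign, cut at about 8.5% in these data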;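 note: 0% = DMSO-only wells as the low control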
ASAP1 GAP inh: ASAP1 ArfGAP inhibition | Q9ULH1 | inhibition, % at 16.5 µM | ASAP1-stimulated ARF1 GTP hydrolysis, GDP FP detection | 360,000 compounds, 0.19% hits; in the data active = inhibition above about 25%;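 note: 0% = vehicle with enzyme and substrate and 100% = no enzyme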
Tn7 DDE FP: DD(E)-Tn7 binding inhibition, primary FP screen | AID 720508 | FP displacement of FITC-Tn7 peptide from fibrin DD(E); 0% = median of compound wells per plate | P02675 | 370,000 compounds, 0.13% hits | inhibition, % at 8.3 µM;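 active = inhibition above the mean of compounds falling within the control limits plus 3 SD of them, cut at about 14% in these data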;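 note: 0% = plate median of compound wells and 100% = 10 µM Aha-Tn7 peptide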
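System: human fibrin DD(E); quantity: Fibrin-DD(E) at 2 µM final; also added: fluorescent Tn7 probe at 0.1 µM; compound dosing: single nominal test concentration of 8.3 µM per compound; schedule: 10 min preincubation, 3 h with tracer, room temperature; detection: fluorescence polarization of the labelled Tn7 tracer; repeats: one replicate per compound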
SIAE primary: blocks human sialic acid acetylesterase. 370,000 compounds, 0.69% hits. inhibition, % at 9.66 µM. SIAE FP-Rh probe binding, fluorescence polarization. AID 1053197. Q9HAT2;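 active = inhibition above a cutoff: mean of compounds within the control limits plus 3 SD of those, cut at about 17% in these data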;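 note: 0% = plate median of compound wells and 100% = probe without SIAE protein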
Target sequence (Q9HAT2 whole entry, looked up): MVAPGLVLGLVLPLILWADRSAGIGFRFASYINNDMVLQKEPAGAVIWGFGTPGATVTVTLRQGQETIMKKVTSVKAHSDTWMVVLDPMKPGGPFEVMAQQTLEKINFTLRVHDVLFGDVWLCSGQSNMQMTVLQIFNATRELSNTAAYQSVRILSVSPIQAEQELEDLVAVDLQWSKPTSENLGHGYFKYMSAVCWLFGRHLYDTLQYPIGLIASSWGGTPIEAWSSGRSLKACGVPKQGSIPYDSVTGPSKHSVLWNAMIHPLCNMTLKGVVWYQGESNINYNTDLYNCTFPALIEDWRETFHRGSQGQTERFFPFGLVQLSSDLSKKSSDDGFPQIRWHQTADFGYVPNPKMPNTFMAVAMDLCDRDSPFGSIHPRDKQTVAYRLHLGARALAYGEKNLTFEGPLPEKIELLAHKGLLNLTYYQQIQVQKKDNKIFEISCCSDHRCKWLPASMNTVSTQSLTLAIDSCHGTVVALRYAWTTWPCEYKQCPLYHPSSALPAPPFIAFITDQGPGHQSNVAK
Numbers without * were called inactive; & = joins results of further samples.

SMILES	DDE Tn6 FP inh	ARFGAP1 inh	PLCg1 inh	TDP2 absorb	ADAM10 inh	PLC-beta3 inh	ADAM17 inh	ASAP1 GAP inh	Tn7 DDE FP	SIAE primary
CCN(CCCNC(=O)C1CCCN(S(=O)(=O)CC)C1)c1cccc(C)c1 (stereo not drawn)	10	-9	-2	5	-7	0	-7	-10	4	9
CCC(=O)NNc1ncnc2c1cnn2-c1ccccc1	5	-9	0	7	-40	-8	-3	6	-1	2
Cc1ccc(S(=O)(=O)N2CCOCC2)cc1C(=O)OCC(=O)N1CCCCC1	6	10	2	-11	10	-3	5	0	-7	-6
COc1ccc(/C=C(\NC(=O)c2ccc(C)cc2)C(=O)NCC2CCCO2)cc1 (stereo not drawn)	2	11	1	-4	0	0	-3	-3	8	-2
CCN(CC)S(=O)(=O)c1ccc(N2CCOCC2)c(NC(=O)Cc2ccccc2F)c1	3	-6	-1	7	1	2	-2	-15	0	-1
CCn1c(C)nc2cc(C(=O)N/N=C/c3ccc(O)c(O)c3O)ccc21	-8	10	-1	-10	2	-9	2	3	2	9
CCOC(=O)c1cnc2ccc(C(=O)OC)cc2c1NCCc1ccc(OC)c(OC)c1	1	12	4	-3	0	6	-2	5	-4	-8
CCOC(=O)C(CC)n1cnc2c(nnn2-c2cccc(OC)c2)c1=O (stereo not drawn)	1	2	2	-11	-4	-3	-1	2	1	6
Cc1cccc(NS(=O)(=O)c2ccc3c(c2)NC(=O)CO3)c1C	5	8	2	-2	1	-4	-2	0	-3	-1
COc1ccccc1NS(=O)(=O)c1ccc2oc(SCC(=O)N3CCNC3=O)nc2c1	-7	5	-1	-16	6	2	0	-1	-4	-9
CC1(C(=O)NS(=O)(=O)c2ccccc2)CCN1C(=O)Cc1ccccc1Cl (stereo not drawn)	3	-13	3	10	-3	2	-4	7	0	10
CCCCNC(=O)CCCn1c(=S)[nH]c2cc3c(cc2c1=O)OCO3	1	-4	4	-6	-15	2	2	3	-8	1
CC1=C(C(=O)OC2CCC(C)CC2)C(c2ccc(O)c([N+](=O)[O-])c2)NC(=O)N1 (stereo not drawn)	0	-10	3	-8	2	0	0	7	4	1
CCOC(=O)/C(=C/c1ccc(OC)cc1)NC(=O)c1ccco1	0	6	4	-2	-1	-1	7	-8	1	-2
CC(=O)N1c2ccc(S(=O)(=O)NCC3CCC(C(=O)N(C)Cc4ccccc4)CC3)cc2CC1C (stereo not drawn)	-10	17	0	-6	-2	-6	-5	-8	-6	-2
Nc1nnc(CC2=CCCCC2)s1	-8	11	5	-5	8	3	-1	-8	6	-3
Cc1cc(C)n(-c2nnc(NC(C)(C)C)nn2)n1	-1	3	3	-4	5	6	1	-10	3	4
COc1ccccc1Cc1c(-c2cccc(Br)c2)nc2ccc(Cl)cn12	-2	-3	-9	-1	-25	-17	-9	12	-1	5
COc1ccccc1/C=N/NC(=O)CC(=O)NC1CCCCC1	5	7	-1	1	1	2	2	-11	-5	6
Cc1ccccc1OCCOC(=O)c1cc(S(=O)(=O)N2CCCCC2)ccc1N1CCOCC1	2	-7	-2	-5	6	-8	4	-3	4	-5
Cc1nc2ccccn2c1C(=O)CSc1ccccc1	-1	-2	-1	-3	-7	-2	0	7	3	-1
O=C(O)/C(=C\c1ccc2ccccc2c1)c1cccc2ccccc12	-2	-10	0	17	-11	-17	-6	-3	-1	5
COc1cc(SC)ccc1C(=O)Nc1cc(C)ccn1	-7	-1	-4	5	-5	-6	0	1	2	-10
Cc1ccc(OCCCCCCN2CCNCC2)cc1	-3	-2	6	-3	8	-6	0	-1	4	1
CCN(CC)S(=O)(=O)c1cccc(NC2=NCC(C)S2)c1 (stereo not drawn)	-1	4	5	-19	6	-4	6	19	2	-3

Next section
SMILES	DDE Tn6 FP inh	ARFGAP1 inh	PLCg1 inh	TDP2 absorb	ADAM10 inh	PLC-beta3 inh	ADAM17 inh	ASAP1 GAP inh	Tn7 DDE FP	SIAE primary
NC(=O)c1ccc(SCC(=O)OCC(=O)NC2CCCCCCC2)c([N+](=O)[O-])c1	-15	5	-10	-1	-16	-20	-11	8	12	1
CCN(C(=O)COC(=O)c1ccco1)c1cccc2ccccc12	0	0	-2	3	-9	-4	-2	-6	4	-8
CC(C)CN(CC(C)C)C(=O)COn1nnc2ccc(S(=O)(=O)N3CCOCC3)cc21	1	-1	-1	-6	-5	-7	-2	-11	-4	1
O=C(NCc1nc2ccccc2[nH]1)C1=C[C@H](C2CC2)C[C@H](OCc2ccc(CO)cc2)O1	5	2	0	8	-2	-3	-2	10	2	-3
CC(O)C1CCC2C3CCC4CC(O)CCC4(C)C3C(=O)CC12C (stereo not drawn)	2	-4	1	-1	-10	4	-1	6	-6	2
Cc1ccc(NC(=O)c2cccc(S(C)(=O)=O)c2)cc1	-1	8	2	-10	7	-3	-1	-5	-2	6
CC(Cc1ccccc1)NC(=O)/C=C/c1ccc([N+](=O)[O-])cc1 (stereo not drawn)	5	12	7	-3	1	-5	2	8	5	-10
CC(=O)c1ccc(NC(=O)CSCCO)cc1	3	-12	-2	-2	-4	-2	-5	2	4	-1
O=C(CSc1nnc(-c2ccccc2)n1Cc1ccco1)Nc1ccc2c(c1)OCCO2	-2	10	6	-9	5	3	3	-3	-10	4
CCOC(=O)C1=CCN(S(=O)(=O)c2ccc(Cl)cc2)C1c1cccc(Cl)c1 (stereo not drawn)	-8	-4	4	1	6	-2	5	1	9	1
COc1ccc(S(=O)(=O)N2CCCC(C(=O)Nc3ccc(OC)c(OC)c3)C2)cc1 (stereo not drawn)	-3	-4	1	7	4	2	-5	8	0	-4
O=C(COn1nnc2ccc(Cl)cc21)NC12CC3CC(CC(C3)C1)C2	-1	-17	2	12	-16	5	-4	-2	-1	4
Cc1ncc(C[n+]2csc(CCO)c2C)c(N)n1	4&1	-4&1	1&1	-5&-4	3&-5	1&2	-4&-3	3&-2	4&-4	-4&-2
CCNC(=O)C(=O)Nc1ccc(OC)c(Cl)c1	-1	1	3	6	-2	1	4	9	2	-5
CCOC(=O)N1CCC(N2C(=O)c3ccc(C(=O)O)cc3C2=O)CC1	-3	7	4	-1	5	2	2	-2	3	8
COC(=O)C1=C(C)N(Cc2cccc(C(F)(F)F)c2)C(=NCc2ccccc2C(F)(F)F)NC1c1cccc(C(F)(F)F)c1 (stereo not drawn)	8	20	5	-7	-1	6	-1	-6	2	-9
CC1(C)CC(=O)C2=C(C1)OC1=C(C(=O)CC(C)(C)C1)C2c1cccc([N+](=O)[O-])c1	2	8	-2	1	0	-5	0	11	-6	-9
Cc1ccc2cc(/C=N/NC(=O)c3ccc(F)cc3)c(Cl)nc2c1	0	-14	-1	-8	-3	1	-3	-2	3	0
COc1ccc(NC(=O)CSc2nnc(-c3ccccc3)n2Cc2ccco2)cc1OC	-5	-7	2	4	3	4	0	3	4	5
C(=C\c1ccccc1)/CN1CCN(C(c2ccccc2)c2nnnn2C2CCCCC2)CC1 (stereo not drawn)	1	8	2	1	-12	2	5	12	-3	1
O=C(NC1CCCCC1)NC1CCN(S(=O)(=O)Cc2ccccc2)CC1	8	-18	-4	-1	1	-2	-1	-2	6	3
CC(C)(C)S(=O)N1Cc2cc(C(=O)N3CCOCC3)nc(-c3cccc(Br)c3)c2[C@H]1CCO (stereo partly drawn)	8	1	-20	-4	-11	-29	-4	3	1	2
C[C@@H]1CN(c2nc3nonc3nc2N2CCSCC2)C[C@H](C)O1	0	2	6	-6	0	3	1	7	-6	-5
Fc1ccc(CN2CCCN(Cc3nc(-c4ccc5c(c4)OCO5)no3)CC2)cc1	1	2	1	4	0	-3	0	4	6	5
Cc1ccsc1CNC(=O)C1(C)CCN1C(C)C (stereo not drawn)	2	-10	0	4	2	5	-4	6	7	7

Overlap with the part before: 4 compounds, then new ones.
SMILES	DDE Tn6 FP inh	ARFGAP1 inh	PLCg1 inh	TDP2 absorb	ADAM10 inh	PLC-beta3 inh	ADAM17 inh	ASAP1 GAP inh	Tn7 DDE FP	SIAE primary
CC(C)(C)S(=O)N1Cc2cc(C(=O)N3CCOCC3)nc(-c3cccc(Br)c3)c2[C@H]1CCO (stereo partly drawn)	8	1	-20	-4	-11	-29	-4	3	1	2
C[C@@H]1CN(c2nc3nonc3nc2N2CCSCC2)C[C@H](C)O1	0	2	6	-6	0	3	1	7	-6	-5
Fc1ccc(CN2CCCN(Cc3nc(-c4ccc5c(c4)OCO5)no3)CC2)cc1	1	2	1	4	0	-3	0	4	6	5
Cc1ccsc1CNC(=O)C1(C)CCN1C(C)C (stereo not drawn)	2	-10	0	4	2	5	-4	6	7	7
CCOC(=O)c1cc(-c2ccccc2)nc2c(O)cccc12	-1	5	0	-3	10	3	1	6	-3	-10
COC(=O)c1cn(C(=O)c2ccc(C)c(C)c2)c2ccccc12	1	-1	-2	-4	4	0	-1	-7	5	1
c1ccc2c(c1)nc(N1CCOCC1)c1nncn12	-12	4	0	6	-10	1	-4	2	-5	4
CC(NC(=O)[C@@H](NC(=O)[C@@H]1Cc2ccccc2CN1)C(C)C)c1ccccc1 (stereo partly drawn)	-1	12	1	-9	2	-8	-4	-1	3	10
CCOC(=O)COn1c(=O)c(-c2ccccc2)[n+]([O-])c2ccccc21	-2	2	-18	-3	-11	-31	-6	-6	-4	0
COC(=O)c1ccc2ccn(CC(=O)NC3CCCCC3)c2c1	2	12	-14	-2	-167	-14	-44	8	2	-7
N/C(=N\OC(=O)C(c1ccccc1)c1ccccc1)c1ccccn1	4	2	1	-1	2	1	-1	4	3	-1
Cc1ccc(S(=O)(=O)N2C3CCCCC3O[C@H]2CC(=O)c2ccccc2)cc1 (stereo partly drawn)	5	-9	3	-10	0	2	1	13	4	-1
S=c1[nH]nc(-c2ccccn2)n1/N=C/c1ccc(-c2ccccc2Cl)o1	4	-12	2	-3	7	4	1	16	0	10
Nc1nc(Br)c2c(F)cccc2c1-c1ccc(Cl)cc1	-3	-10	-104	6	-70	-138	-26	2	6	2
N#Cc1ccccc1S(=O)(=O)N1CCN(C(=O)c2cc(-c3ccccc3)nn2-c2ccccc2)CC1	-3	2	4	-6	-2	-5	-4	-3	-6	-8
COC(=O)Cn1c(N)[n+](Cc2ccccc2)c2ccccc21	-4	5	7	-5	8	6	7	8	-6	-1
O=C(CNC(=O)c1ccco1)Nc1ccc(OC(F)F)cc1	-3	6	3	1	-5	-5	0	4	-4	-6
CCOc1ccccc1C(=O)OCC(=O)Nc1cccc(S(=O)(=O)N2CCCC2)c1	0	-7	-3	3	-7	-12	-1	-8	8	-4
O=C(CCNS(=O)(=O)c1ccccc1Cl)N1CCN(c2ccccn2)CC1	9	-1	5	1	-2	-4	0	1	1	8
